Screening data as filed in PubChem.
LDHA block: LDHA (human) enzyme inhibition | purified LDHA, NADH/diaphorase-resazurin fluorescence; hits give low values | activity change, % (values are at about 110 or 230 µM) | hit rate 0.15% among 480,000 | AID 1347041; in the data active = activity change below about -30%;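 also: plate controls were DMSO wells for no effect and wells without enzyme for full effect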
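Enzyme activity of human lactate dehydrogenase 5 (2 nM; 0.06 mM NADH, 0.2 mM pyruvate, 5 min, RT) is measured via a resazurin/diaphorase fluorescence readout of residual NADH.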
An asterisk follows results filed as active.

1	COc1cccc(CNC(=O)COc2ccc3c(C)cc(=O)oc3c2)c1
  LDHA block: -1
2	CC(c1cccc([N+](=O)[O-])c1)N(C)C(=O)c1ccc2c(c1)NC(=O)CS2 (configuration not stated)
  LDHA block: 0
3	FC(F)(F)c1cccc(N2CCN(C(c3ccc(Br)cc3)c3nnc(-c4ccccc4)o3)CC2)c1 (configuration not stated)
  LDHA block: 8
4	COc1ccc(NC(=O)Cc2cc(OC)c(OC)c(OC)c2)cc1NS(C)(=O)=O
  LDHA block: 7
5	O=C(Nc1cccc(C(=O)NC2CC2)c1)c1cccc(S(=O)(=O)Nc2ccc(F)cc2)c1
  LDHA block: -4
6	CC(=O)CCc1c(C)nc2c(Cl)cccc2c1Cl
  LDHA block: 15
7	Cc1cccc(NC(=O)c2n[nH]nc2Nc2ccc(Cl)cc2)c1
  LDHA block: -2
8	CC(NS(=O)(=O)c1cc(F)ccc1F)C(=O)N1CCCC1 (configuration not stated)
  LDHA block: -1
9	CCCCC(CC)CNC(=S)Nc1ccc(C)cc1C (configuration not stated)
  LDHA block: -1
10	O=C(CCSc1nc2ccccc2s1)NCc1cc(F)cc(F)c1
  LDHA block: 2

11	CCN(c1ccc(-c2csc(-c3ccccc3)n2)cc1)S(C)(=O)=O
  LDHA block: 2
12	COc1cc(C(=O)OCC(=O)NC(N)=O)cc(OC)c1OC
  LDHA block: 3
13	CCC(NC(=O)CN(C)Cc1ccc(C)o1)c1ccc(C)cc1 (configuration not stated)
  LDHA block: 7
14	CSC1=N/C(=C\c2cccc(OC(C)=O)c2)C(=O)S1
  LDHA block: 2
15	Cc1cc2oc(C(=O)Nc3ccc(OC(F)F)cc3)cc(=O)c2cc1C
  LDHA block: -1
16	CC(C)OCCCNC(=O)C1CCCCC1
  LDHA block: 0
17	COc1ccc2cc(C(=O)NCCC(=O)Nc3ccc4c(c3)OCCO4)[nH]c2c1
  LDHA block: -10
18	COc1cccc(NC(=O)c2nnn(Cc3nc(-c4ccc(OC)c(OC)c4)oc3C)c2N)c1
  LDHA block: 0
19	Cc1cc(OCC(=O)NCCCN(C)C)c2c(C)c(C)c(=O)oc2c1
  LDHA block: -25
20	Cc1cc(C(=O)COc2ccc3ccc(=O)oc3c2)c(C)n1CC(F)(F)F
  LDHA block: 0

21	CCOc1ccc(Oc2ccccc2NC(=O)Cc2nc(-c3ccccc3)oc2C)cc1
  LDHA block: 1
22	C=CCNc1nc(C(=O)OCc2ccc(F)cc2)cs1
  LDHA block: 0
23	CCOC(=O)c1cccc(NC(=O)CS(=O)(=O)Cc2nc(-c3ccccc3C)oc2C)c1
  LDHA block: 7
24	Cc1cc(C)c2c(=O)cc(C(=O)Nc3onc4c3CC(C)CC4)oc2c1 (configuration not stated)
  LDHA block: 14
25	CCS(=O)(=O)Nc1ccc(N2CCN(c3cccc(C(F)(F)F)c3)CC2)c(C(=O)O)c1
  LDHA block: 5
26	CCSc1oc(-c2ccc(F)cc2)nc1S(=O)(=O)c1ccc(F)cc1
  LDHA block: 6
27	OCCCNc1nc(-c2cccs2)nc2ccccc12
  LDHA block: -19
28	CCN(CC)S(=O)(=O)c1ccc(OC)c(NS(=O)(=O)c2ccc3ccccc3c2)c1
  LDHA block: 11
29	COc1ccc(-c2cnc(NC(=O)NCc3ccc(C)cc3)n2C)cc1
  LDHA block: 6
30	COc1ccc(OCC(=O)Nc2ccc(-c3nc4ccc(C)cc4o3)cc2)cc1
  LDHA block: 7

31	CCCCN(C)C(=O)C1CCN(Cc2ccccc2)CC1
  LDHA block: 9
32	CCOc1ccc(N/C=C/C(=O)c2ccc(C(C)C)cc2)cc1
  LDHA block: -4
33	Cc1ccccc1C1C2=C(CC(C)(C)CC2=O)OC2=C1C(=O)CC(C)(C)C2
  LDHA block: 13
34	Cc1c(-n2nnnc2SC(C)c2ccccc2)c(=O)n(-c2ccccc2)n1C (configuration not stated)
  LDHA block: 8
35	O=C(CSc1nc2nc[nH]c2c(=O)[nH]1)Nc1ccccc1F
  LDHA block: -2
36	CCN(CC)c1nc2c(c(=O)n(C)c(=O)n2C)n1CC
  LDHA block: -3
37	Cc1ccc(/C(O)=C2\C(=O)C(=O)N(CCCO)C2c2ccc(F)cc2)cc1 (configuration not stated)
  LDHA block: 0
38	CCC[n+]1c(NCc2cc(Br)cc(Br)c2[O-])[nH]c2ccccc21
  LDHA block: 0
39	CCc1ccc(-c2cc(C(=O)Nc3nccs3)c3ccccc3n2)cc1
  LDHA block: -1
40	O=C(O)C(c1c[nH]c2ccc(Cl)cc12)N1CCN(c2cccc(Cl)c2)CC1 (configuration not stated)
  LDHA block: 0

41	COc1ccc(/C=C/C(=O)c2ccc(C(=O)O)s2)cc1OC
  LDHA block: -1
42	COC(=O)c1c(COc2cccnc2[N+](=O)[O-])nc2ccccc2c1C
  LDHA block: -7
43	Cc1ccc(SCc2ccc(C(=O)Nc3cc(C)ccc3C)cc2)cc1
  LDHA block: -3
44	CC(=O)c1ccc(OCc2ccc3c(c2)OCO3)cc1
  LDHA block: 11
45	O=S1(=O)N=C(Oc2cccc(-c3ccccc3)c2)c2ccccc21
  LDHA block: -4
46	C/C(=N/O)c1cc(C(C)(C)C)cc2c1CCC2(C)C
  LDHA block: 2
47	O=C(CSc1nnc2[nH]c(=O)c(Cc3ccccc3)nn12)Nc1cccc(Cl)c1
  LDHA block: 1
48	Cn1nnnc1Sc1ncnc2scc(-c3ccccc3C#N)c12
  LDHA block: -4
49	CC(C)CCNC(=O)NCCn1c(-c2ccccc2)nc2ccccc21
  LDHA block: 10
50	Cc1cc(C)c2c(=O)[nH]c(SCC(=O)c3ccccc3)nc2n1
  LDHA block: 3

51	CCOCCCNC(=O)c1cc(-c2cccs2)nc2ccccc12
  LDHA block: 3
52	CC(C)Oc1cc(Br)ccc1C(=O)O
  LDHA block: -2
53	CC(OC(=O)c1cc2c(F)cccc2s1)C(=O)N1CCNC1=O (configuration not stated)
  LDHA block: -3
54	O=C(c1cc2c(s1)CCCCCC2)N1CCN(S(=O)(=O)c2ccccc2)CC1
  LDHA block: -1
55	Cc1cc(Nc2cccc(C(F)(F)F)c2)nc(NCc2ccccc2)n1
  LDHA block: 1
56	COCCN(Cc1ccc(F)cc1)Cc1cc(=O)n2c3c(sc2n1)CCCC3
  LDHA block: 2
57	CN(C)c1nc(OCC#N)nc(N2CCOCC2)n1
  LDHA block: -1
58	Cc1c(CCC(=O)NCc2ccccc2)c(=O)oc2c(C)c(O)ccc12
  LDHA block: 5
59	O=C(CCC(=O)c1ccc2c(c1)OCCO2)NC1CCCCC1
  LDHA block: 7
60	N#CCSc1nnc(-c2c[nH]c3ccccc23)n1C1CC1
  LDHA block: 2

21 of the compounds above, with values ahead of the structure:
# | LDHA block | SMILES
1 | -1 | COc1cccc(CNC(=O)COc2ccc3c(C)cc(=O)oc3c2)c1
2 | 0 | CC(c1cccc([N+](=O)[O-])c1)N(C)C(=O)c1ccc2c(c1)NC(=O)CS2 (configuration not stated)
3 | 8 | FC(F)(F)c1cccc(N2CCN(C(c3ccc(Br)cc3)c3nnc(-c4ccccc4)o3)CC2)c1 (configuration not stated)
4 | 7 | COc1ccc(NC(=O)Cc2cc(OC)c(OC)c(OC)c2)cc1NS(C)(=O)=O
5 | -4 | O=C(Nc1cccc(C(=O)NC2CC2)c1)c1cccc(S(=O)(=O)Nc2ccc(F)cc2)c1
6 | 15 | CC(=O)CCc1c(C)nc2c(Cl)cccc2c1Cl
7 | -2 | Cc1cccc(NC(=O)c2n[nH]nc2Nc2ccc(Cl)cc2)c1
8 | -1 | CC(NS(=O)(=O)c1cc(F)ccc1F)C(=O)N1CCCC1 (configuration not stated)
9 | -1 | CCCCC(CC)CNC(=S)Nc1ccc(C)cc1C (configuration not stated)
10 | 2 | O=C(CCSc1nc2ccccc2s1)NCc1cc(F)cc(F)c1
11 | 2 | CCN(c1ccc(-c2csc(-c3ccccc3)n2)cc1)S(C)(=O)=O
12 | 3 | COc1cc(C(=O)OCC(=O)NC(N)=O)cc(OC)c1OC
13 | 7 | CCC(NC(=O)CN(C)Cc1ccc(C)o1)c1ccc(C)cc1 (configuration not stated)
14 | 2 | CSC1=N/C(=C\c2cccc(OC(C)=O)c2)C(=O)S1
15 | -1 | Cc1cc2oc(C(=O)Nc3ccc(OC(F)F)cc3)cc(=O)c2cc1C
16 | 0 | CC(C)OCCCNC(=O)C1CCCCC1
17 | -10 | COc1ccc2cc(C(=O)NCCC(=O)Nc3ccc4c(c3)OCCO4)[nH]c2c1
18 | 0 | COc1cccc(NC(=O)c2nnn(Cc3nc(-c4ccc(OC)c(OC)c4)oc3C)c2N)c1
19 | -25 | Cc1cc(OCC(=O)NCCCN(C)C)c2c(C)c(C)c(=O)oc2c1
20 | 0 | Cc1cc(C(=O)COc2ccc3ccc(=O)oc3c2)c(C)n1CC(F)(F)F
21 | 1 | CCOc1ccc(Oc2ccccc2NC(=O)Cc2nc(-c3ccccc3)oc2C)cc1

(cont.)
nr	canonical_smiles	LDHA block
61	O=C(NCC1(c2ccccc2)CCCC1)c1ccc(S(=O)(=O)N2CCCC2)cc1	1
62	Cc1cccc(C(=O)OCC(=O)c2cc(C)ccc2C)c1	10
63	CCCCn1c(=O)n(CC(=O)NC(C)C(C)C)c(=O)c2c1ncn2Cc1ccco1 (configuration not stated)	0
64	COc1ccc(C(=O)/C=C/c2cc(C)ccc2C)cc1OC	10
65	COc1ccc(NC(=O)CSc2nncn2Cc2ccco2)cc1	0
66	CCOc1cccc(C(=O)Nc2nnc(-c3ccccc3F)s2)c1	8
67	CCCCN1CC(C(=O)Nc2ccc(C(=O)Nc3ccc(C)c(C)c3)cc2)CC1=O (configuration not stated)	10
68	CCn1c(C)cc2c(c1=O)C(c1ccc(Br)cc1)C(C#N)=C(N)O2 (configuration not stated)	-1
69	COc1ccc(CNC(=O)Cn2c(=O)c(CNc3ccc(C)cc3)cc3cc4c(cc32)OCCO4)cc1	17
70	CCNc1c(NC(=O)Nc2ccc(OC)cc2)c(=O)oc2ccccc12	2
71	Cn1cccc1C1CCCCCN1S(=O)(=O)c1ccc(S(=O)(=O)N2CCCC2)cc1 (configuration not stated)	5
72	CCOC(=O)C1CCC(CNCc2c(Cl)cccc2Cl)CC1 (configuration not stated)	5

From entry 71 as far as 72, as listed above:
nr	canonical_smiles	LDHA block
71	Cn1cccc1C1CCCCCN1S(=O)(=O)c1ccc(S(=O)(=O)N2CCCC2)cc1 (configuration not stated)	5
72	CCOC(=O)C1CCC(CNCc2c(Cl)cccc2Cl)CC1 (configuration not stated)	5

The list goes on:
nr	canonical_smiles	LDHA block
73	Cc1nn2c(=O)cc(CSc3n[nH]c(-c4ccccc4)n3)nc2s1	-13
74	Cn1c(C=O)ccc1-c1ccc(Cl)cc1	3
75	CCOc1ccc(CNS(=O)(=O)c2ccc(-c3ccc(=O)[nH]n3)o2)cc1	0
76	O=C(N/N=C/c1c(F)c(F)c(F)c(F)c1F)C1CC1	10
77	Clc1ccccc1-c1nnc2sc(Cn3cccn3)nn12	1
78	O=C(/C=C/c1cccs1)Nc1ccc2c(c1)CCC2	-1
79	O=C(CSc1nc2cc(C(F)(F)F)ccc2s1)c1ccc2c(c1)CCCC2	2
80	Cc1ccc(C(=O)O)cc1-c1ccc(C=O)o1	-4
81	CC(C)c1ccc(CCNC(=O)Cc2cccc3cccnc23)cc1	-1
82	Cc1ccc2c(COC(=O)[C@H](C)NC(=O)c3ccccc3)cc(=O)oc2c1	-2
83	COc1ccc(N2CC(C(=O)Nc3c(C)nn(C)c3C)CC2=O)c(OC)c1 (configuration not stated)	0
84	CNCC#CCOc1ccc(OC)cc1	0

(list continues)
nr	canonical_smiles	LDHA block
85	CONC(=O)COc1ccc(C(C)(C)C)cc1	11
86	O=C(O)c1cc(Cl)c(I)c(Cl)c1	6
87	CN1CCN(C(=O)Cn2ccc3ccc(Br)cc32)CC1	2
88	Cc1cc(C)c2oc(=O)cc(CN3CCN(c4ccccc4)CC3)c2c1	-5
89	CC(NC(=O)c1ccoc1)C(=O)Nc1cccnc1N1CCCCC1 (configuration not stated)	0
90	COc1cc(-c2nc3c4c5c(sc4ncn3n2)COC(C)(C)C5)ccc1O	0
91	COc1cc(C#N)ccc1OCc1cccc(COc2ccc(C#N)cc2OC)c1	-1
92	Nc1cc(F)ccc1C(=O)OCc1cccc(Cl)c1	3
93	COc1ccc(C)cc1NC(=O)C(Sc1nnnn1C1CCCC1)c1ccccc1 (configuration not stated)	3
94	Cc1nc(-c2ccsc2)sc1C(=O)Nc1ccc2[nH]c(=O)[nH]c2c1	2
95	COc1ccccc1CNC(=O)c1cc(=O)[nH]c2ccccc12	9
96	O=C(CSc1nnc(Cc2cccs2)n1C1CCCCC1)N1CCN(c2ccccn2)CC1	4

Next part.
nr	canonical_smiles	LDHA block
97	Clc1ccccc1C1=Nc2ccc(Br)cc2C(c2ccccc2Cl)=Nc2ccc(Br)cc21	-1
98	O=C(NC1CC1)C(Sc1ccc2c(c1)OCCCO2)c1ccc(F)cc1 (configuration not stated)	1
99	COc1ccccc1-c1cc2nc(C)c(CCC(=O)NCc3ccc(C)cc3)c(C)n2n1	-5
100	Cc1ccc(Cn2nc(C)c(NC(=O)COCc3cc(-c4cccs4)on3)c2C)cc1	5
101	CN(Cc1cccc(Cl)c1)Cc1cc(=O)n2c3c(sc2n1)CCCC3	-4
102	O=c1c(-c2ccccc2)nnc2sc(-c3ccccc3Br)nn12	5
103	O=C(Nc1nc(-c2ccc(Br)cc2)cs1)c1cc(=O)c2ccccc2o1	2
104	O=C(O)CC1C(=O)NCCN1Cc1ccc(Cl)c(F)c1 (configuration not stated)	-9
105	COc1ccc(NC(=O)CSc2nnc(-c3ccc(C)cc3)c(=O)[nH]2)cc1	4
106	CN(C)c1nc(OC(C(F)(F)F)C(F)(F)F)nc(N2CCOCC2)n1	-8
107	Cc1cccc(C(=O)Nc2c(NC3CCCC3)c3ccccc3oc2=O)c1	1
108	Cc1nc(-c2ccc(S(=O)(=O)Nc3ccc(C)c(Cl)c3)cc2)co1	3

Later entries:
nr	canonical_smiles	LDHA block
109	O=S1(=O)N=C(Oc2ccccc2Cl)c2ccccc21	0
110	CC(C)NC(=O)NC(=O)COC(=O)c1cc(-c2cccs2)nc2ccccc12	-1
111	O=C(O)c1ccc(Cl)c(I)c1	-2
112	Cc1ccc(C)c(C(=O)OCC(=O)NC2CCC(C)CC2)c1 (configuration not stated)	-2

These rows are one share of the data, so the mix of outcomes need not match the whole.
